Assay outcomes from PubChem BioAssay.
F508del corr = CFTR F508del correction in bronchial cells; CFBE cells, YFP halide quenching; stimulated with forskolin plus potentiator P3; % fluorescence drop versus neutral controls; 350,000 compounds, 0.36% hits; AID 720511; activity (quench increase), % at 7.58 µM;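 active = mean added fluorescence quench of at least 8% versus neutral control, with both replicates also reaching 8%; inconclusive = only one of the mean or replicate conditions met; inactive = mean below 8% and not both replicates reaching 8%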;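 note: cells transiently co-express mutant CFTR-F508del with the halide-sensitive YFP; corrector assay measuring rescue of mutant channel to the surface after 24 h compound exposure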
PAX8 reporter = inhibitors of PAX8 transcriptional activity in RMG-I cells; RMG-I TPO-luciferase reporter, SteadyGlo, 24 h; inhibition, % at 12.6 µM; 360,000 compounds, 1.2% hits;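 active = mean replicate inhibition at least 60% with every replicate also reaching 60%; inconclusive = only one of the two criteria is met; inactive = mean below 60% and not all replicates reaching 60%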;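 note: luciferase light reporting Pax8 driven TPO promoter activity; plate controls were median of neutral control wells for no effect and mitoxantrone controls for full effect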
DENV2 CPE = protects cells from dengue virus 2 cytopathic effect; DENV2-infected cells, cytopathic effect rescue, plate reader; CPE inhibition, % at 9.99 µM; 350,000 compounds, 1.7% hits; AID 651640; in the data active = CPE inhibition above about 20%, passing the limit was not always enough; inconclusive = no clear call, values can overlap the other calls; tested in BHK-21 cells;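 note: 0% = median of neutral control wells and 100% = median of positive control wells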
GSIS activator = primary screen for activators of insulin secretion dependent on glucose, INS-1E cells, GLuc reporter luminescence | 370,000 compounds, 0.61% hits | INS-1E GLuc reporter insulin secretion, 2-3 h | activation, % at 16.6 µM;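 active = lowest replicate activation of at least 40%, so every replicate reaches that level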;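 note: 0% = median of neutral control wells and 100% = median of IBMX positive control wells; some compounds called inactive have numbers as strong as hits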
ERp5 block = inhibitors of human ERp5. Q15084. inhibition, % at 9.99 µM. 350,000 compounds, 0.05% hits. ERp5 insulin aggregation, absorbance 650 nm, 90 min;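 active = mean replicate inhibition above about 25%, with every replicate also reaching it, limit read from the data, passing the limit was not always enough; inconclusive = only one of those two criteria met; inactive = neither criterion met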
Target sequence (Q15084 whole entry, looked up): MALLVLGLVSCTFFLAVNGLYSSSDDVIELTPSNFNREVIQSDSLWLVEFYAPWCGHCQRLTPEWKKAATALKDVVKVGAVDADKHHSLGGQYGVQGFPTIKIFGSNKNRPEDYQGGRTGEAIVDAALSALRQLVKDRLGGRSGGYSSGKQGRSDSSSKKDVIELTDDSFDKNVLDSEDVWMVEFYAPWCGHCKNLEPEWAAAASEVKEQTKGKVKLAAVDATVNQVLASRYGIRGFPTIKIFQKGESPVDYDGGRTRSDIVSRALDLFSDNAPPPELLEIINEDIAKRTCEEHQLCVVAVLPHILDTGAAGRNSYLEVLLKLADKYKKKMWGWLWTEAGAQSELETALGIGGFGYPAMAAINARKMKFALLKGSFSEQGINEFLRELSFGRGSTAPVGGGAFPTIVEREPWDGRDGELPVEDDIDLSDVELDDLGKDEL
ARNT TACC3 PPI = disrupts binding between human ARNT and TACC3; inhibition, % at 9.99 µM; AID 623870; 390,000 compounds, 0.66% hits; AlphaScreen His-ARNT PAS-B/GST-TACC3 binding, luminescence; TACC3 fragment carries E629A point mutation; Q9Y6A5;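 active = mean inhibition of replicates at least 50% and at least half of replicates each reaching 50%; inconclusive = half or more replicates reach 50% but mean below 50%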;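 note: 0% = complete ARNT plus TACC3 wells and 100% = ARNT alone without TACC3; many hits fall short of the cut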
XiGFP reactiv = X-chromosome reactivation activator; XiGFP mouse fibroblasts, % GFP-positive cells imaging, 3 d; cells co-treated with 5-aza-dC sensitizer; scaled so ellipticine positive control = 100%; activation, % at 7.58 µM; 360,000 compounds, 0.055% hits;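 active = mean normalized replicate activation at least 10% and every replicate at or above 10%; inconclusive = only one of the two criteria met; inactive = mean below 10% and not all replicates reach 10%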;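 note: 0% = median of on-plate neutral control wells and 100% = ellipticine 6 µM median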
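Schedule: 3 d treatment, 15 min room-temperature fixation; system: 68-5-11 XiGFP fibroblast line; buffer or medium: DMEM plus 5-aza-dC sensitizer; control set: ellipticine 6 µM positive control; compound: one concentration, pinned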
EWS-Fli block = inhibitors of EWS/Fli oncoprotein transcriptional activity. A673 NR0B1-luciferase reporter, viability-normalised. inhibition, % at 12.6 µM. 350,000 compounds, 0.67% hits;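 active = mean inhibition of at least 50% after viability correction, with every replicate also passing that limit; inconclusive = mean reaches 50% but only one of two replicates passes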;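 note: firefly luciferase signal divided by Alamar Blue viability fluorescence both relative to DMSO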
An asterisk follows results filed as active; ? = inconclusive; nt = no result given; & = joins results of further samples.

SMILES	F508del corr	PAX8 reporter	DENV2 CPE	GSIS activator	ERp5 block	ARNT TACC3 PPI	XiGFP reactiv	EWS-Fli block
COc1ccc(-c2ccc([C@H]3[C@@H](CO)N4C(=O)CNC[C@H]34)cc2)cc1	-2.9	nt	16.8	0.7	-3.5	nt	0.3	-11.6
O=C(Nc1cc(F)ccc1F)N1CCCCN2[C@H](C1)[C@H](c1ccc(C3=CCCCC3)cc1)[C@@H]2CO	-1.7	-3.4	-9.1	-13.6	1.7	2.1	0.0	2.1
CC(c1ccc(Cl)cc1)N(CCN(C)C)c1ccccn1 (stereo not drawn)	6.2	22.2	3.3	13.8	2.5	nt	-0.1	-3.5
C[C@@H]1CN([C@@H](C)CO)S(=O)(=O)c2ccc(C#Cc3ccncc3)cc2O[C@@H]1CN(C)C(=O)C1CCCCC1	0.6	76.3*	-4.8	-10.3	0.9	3.4	-1.3	31.8
COC(=O)CCCn1nc(NC(=O)COc2ccc(F)cc2)cc1C	-1.5	9.7	5.7	16.2	5.5	0.9	-0.1	35.6
C[C@H](CO)N1C[C@H](C)[C@@H](CN(C)C(=O)Nc2ccc(F)cc2)Oc2ncc(C3=CCCCC3)cc2C1=O	-2.7	11.8	-7.5	-29.0	-0.5	-0.7	-0.2	-5.2
Cc1cc2cc(CNS(=O)(=O)c3ccc4ccccc4c3)ccc2n1C	0.6	25.5	-4.9	-26.8	0.0	-18.8	0.1	8.2
COc1ccc(C(=O)N/C(=C\c2ccccc2)C(=O)N2CCOCC2)cc1	4.7	-5.8	?	16.1	11.7	-6.3	0.1	6.9
CCCNC(=O)N[C@H]1CC[C@H](CC(=O)NCCc2ccccc2)O[C@@H]1CO	1.8	3.5	-2.1	-1.2	2.9	-13.0	-0.2	-3.4
CC1CCN(C(=O)COC(=O)c2c[nH]c3ccccc23)CC1	0.8	-93.0	-3.3	9.7	1.8	-0.6	0.0	-50.7
O=C(Cn1c(=O)oc2ccccc21)Nc1ccc(Cl)cc1	-0.5	21.0	-2.4	nt	0.3	-1.4	0.1	3.2
Cc1ccc2nc(SCC(=O)Nc3oc(C)c4c(C)n[nH]c(=O)c34)[nH]c2c1	-1.4	24.0	1.1	3.4	1.6	nt	0.1	-7.2
COc1ccc(S(=O)(=O)N2CCOC23CCN(S(C)(=O)=O)CC3)cc1	0.7	3.4	-7.6	-2.2	2.5	-1.1	0.0	2.2
O=C(NCc1ccc(Cl)cc1)C1CCN(S(=O)(=O)c2ccccc2)CC1	-1.4	-5.4	-2.3	-12.6	-0.6	-4.1	-0.2	4.3
CN(C)C(=O)C[C@H]1C=C[C@@H](NC(=O)C2CC2)[C@@H](CO)O1	-0.2	nt	-2.8	5.3	-5.7	-2.5	0.1	1.1
Cn1c(=O)c(=O)n(C)c2cc([N+](=O)[O-])c(N3CCOCC3)cc21	1.5	7.4	-0.3	3.0	8.2	-5.2	0.1	8.4
COc1ccc(-c2csc(N(C)C(=O)c3cccs3)n2)cc1	0.0	-161.7	-3.2	1.6	5.1	-3.0	-0.1	-69.5
CCOC(=O)C1=C(C)NC(SCC(N)=O)=C(C#N)C1c1ccncc1 (stereo not drawn)	nt	8.9	0.1	nt	1.5	-9.7&-4.0	0.0	6.8
CC1(C)CC(CC(=O)O)(c2ccc(F)cc2)CCO1 (stereo not drawn)	-3.1	4.0	-7.2	12.1	6.2	-2.0	-0.1	3.2
C=C(C)Cn1cnc2c(oc3nc4c(cc32)CCCC4)c1=O	nt	-76.0	-4.0	-4.6	5.7	-9.5	0.2	-121.5
O=C(C[C@H]1C=C[C@H](NC(=O)Nc2ccc(C(F)(F)F)cc2)[C@H](CO)O1)NCc1cccc(F)c1	-0.7	-11.7	-2.8	12.0	-2.5	-0.9	0.0	-4.1
Cc1ccccc1C(=O)NNC(=O)c1cccc(Br)c1	-0.9	-24.6	12.3	3.5	-1.9	-5.3	0.0	3.0
NC(=O)c1nnn(Cc2cc(Cl)c(C(=O)c3ccc(Cl)cc3)c(Cl)c2)c1N	1.7	10.0	3.7	-36.4	-1.2	nt	0.0	23.8
CC(C)NC(=O)Nc1ccc2c(c1)C(=O)N([C@@H](C)CO)C[C@@H](C)[C@@H](CN(C)C(=O)Nc1cccc3ccccc13)O2	0.2	2.2	-3.1	-7.1	1.7	2.9	-0.4	nt
Cc1c(C(=O)N2CCC(C)CC2)sc2ncn(CC(=O)N3CCC(C)CC3)c(=O)c12	1.5	-9.8	-2.9	-9.5	6.0	-2.3	0.0	-2.7
COC(=O)Cc1ccc(NC(=S)NCc2ccc(F)cc2)cc1	-1.1	-5.2	-14.7	-2.5	4.1	nt	0.0	-0.2
O=C(Cn1nnc(-c2ccc(F)cc2)n1)Nc1ccc2c(c1)OCCO2	-2.3	0.4	?	13.9	3.6	-3.2	0.0	-20.3
Cc1sc2nc(SCC(=O)O)[nH]c(=O)c2c1C	-1.2	-10.0	3.7	-7.6	0.2	-3.5	0.0	-4.9
O=C(C1=C[C@H](c2ccc(Br)cc2)C[C@H](OCCCCO)O1)N1CCOCC1	-0.6&-1.8	-11.8&-16.3	9.3&8.4	nt	-6.3&1.0	-1.8	0.0	-0.5&-14.2
NC(=O)N1CCC2(CC1)NC(=O)N(c1ccccc1)N2	-0.6	20.6	2.5	5.5	5.4	3.5	0.0	8.3
CCN(CC)C(=O)CN1CCN(Cc2ccc3c(c2)OCO3)CC1	0.2	19.7	-5.2	nt	-0.1	-5.4	0.0	-1.8
CN(C)C(=O)[C@H]1[C@H](CO)[C@H]2Cn3c(cccc3=O)[C@H]2N1CC1CCCC1	1.2	-9.4	nt	-2.5	nt	nt	0.0	-0.5
C[C@H](CO)N1C[C@H](C)[C@H](CN(C)Cc2ccncc2)Oc2ncccc2C1=O	-1.6	-7.1	6.1	-1.2	2.7	-10.2	0.3	-12.0
CC(Oc1ccc(Cl)cc1Cl)C(=O)NCCCN(C)C (stereo not drawn)	-2.1	nt	nt	7.0	-0.6	-13.7	nt	-4.9
CCNc1cc2c(cc1O)CCC1C2CCC2(C)C(O)CCC12 (stereo not drawn)	0.3	-6.8	-1.8	-5.4	-0.3	-0.6	0.1	19.0
Cc1ccc(C2(CC(=O)Nc3nccs3)CCOC(C(C)C)C2)cc1 (stereo not drawn)	nt	7.1	nt	9.6	nt	2.7	0.2	nt
COc1ccc(NC(=O)Nc2ccc3c(c2)C(=O)N(C)C[C@H](OC)[C@@H](C)CN[C@H](C)CO3)cc1	5.0	5.0	nt	-1.8	nt	0.3	0.2	-2.4
Oc1ccccc1C=NC(N=Cc1ccccc1O)c1ccccc1O (stereo not drawn)	1.1	16.1	-20.1	-3.0	2.6	nt	-0.1	-1.5
Cc1cc(C(=O)C[N+]2(C)CCOCC2)c(C)n1-c1ccc(Br)cc1	nt	19.4	-2.6	-2.6	-9.2	-0.7	0.0	3.8
COc1ccc(NC(=O)CSc2n[nH]c(C)c2[N+](=O)[O-])cc1	-1.8	-0.6	3.6	-10.7	4.0	-6.0	nt	10.3
CC1CC(C)(C)NC(=S)N1CCC(=O)N1CCc2ccccc21 (stereo not drawn)	-1.1	-2.4	3.1	13.4	1.3	0.8	0.0	9.9
COc1cccc(C(=O)Nc2ccc3c(c2)C(=O)N(C)C[C@H](OC)[C@H](C)CN[C@H](C)CO3)c1	-1.0	nt	?	1.4	-4.7	-0.6	-0.6	3.1
COc1ccccc1-c1cn(CC[C@@H]2CC[C@@H](NC(=O)C3CCCCC3)[C@@H](CO)O2)nn1	1.0	5.7	7.8	1.3	-3.6	3.3	0.0	-1.1
CCOC(=O)/C(=N\Nc1cc(Cl)ccc1Cl)N1CC(C)OC(C)C1 (stereo not drawn)	-0.7	-13.9	-1.3	-30.8	4.1	2.9	0.0	8.1
O=C1CN(C(=O)COC(=O)c2cccc(Br)c2)c2ccccc2N1	3.8	-4.7	0.8	10.5	0.5	-0.6	0.1	-1.3
Cc1ccc(S(=O)(=O)N(C)C[C@H]2Oc3ccc(NC(=O)Nc4ccc(F)cc4)cc3C(=O)N([C@@H](C)CO)C[C@@H]2C)cc1	0.3	7.8	10.5	3.1	3.4	5.4	-0.9	17.4
NC(=O)CC(CC(=O)OCc1ccccc1)c1ccccc1 (stereo not drawn)	1.3	-10.7	0.1	-3.1	1.7	0.7	0.6	11.3
Cc1cc(C)c(C)c(S(=O)(=O)N2CCN(C(=O)c3ccc4c(=O)n5c(nc4c3)CCC5)CC2)c1C	4.4	16.9	-11.8	-20.5	-4.4	10.4	0.0	-0.5
CSc1cccc(NS(=O)(=O)c2ccc(-c3coc(C)n3)cc2)c1	1.0	21.6	-4.7	-37.5	-0.5	4.5	0.0	-0.8
C[C@H]1CN([C@@H](C)CO)C(=O)c2cc(NC(=O)CCC(F)(F)F)ccc2O[C@H]1CN(C)CC1CC1	0.5	-2.4	-4.7	21.5	-0.3	-13.6	0.2	2.3

The listing continues:
SMILES	F508del corr	PAX8 reporter	DENV2 CPE	GSIS activator	ERp5 block	ARNT TACC3 PPI	XiGFP reactiv	EWS-Fli block
COc1cccc(C2c3[nH]c4ccccc4c3C[C@H]3C(=O)N(c4ccccc4C(=O)N4CCCC4C(=O)O)C(=O)N23)c1 (stereo partly drawn)	-1.0	nt	4.5	-4.6	-0.1	20.3	nt	6.6
CC(=O)N1[C@@H](CO)[C@@H]2c3ccccc3N(C(=O)Nc3cc(F)ccc3F)C[C@@H]21	-5.2	-4.1	8.6	9.2	0.2	0.2	0.3	-3.3
CCOC(=O)c1ccc(NC(=O)c2c(NC(=O)CCC(=O)O)sc3c2CCCCC3)cc1	nt	-13.9	6.8	-11.8	2.2	10.5	0.0	1.4
COc1ccc(N2CCN(c3cc(C)c4cccc(C)c4n3)CC2)cc1	-0.7	17.6	2.2	8.1	8.7	-7.0	0.1	5.9
CCOc1ccccc1NC(=O)CN1CCCCCC1	-1.4	-12.5	-2.0	18.5	4.3	-2.7	0.1	13.9
CN1CC(=O)N(CC(=O)Nc2cccc3ccccc23)C1=O	1.8	23.5	17.9	5.2	-3.1	-0.1	0.0	-1.2
CCCCCCCCN1C(=O)[C@H](CC(=O)NCc2cccc(C(F)(F)F)c2)C[C@@]2(C(=O)OC)CCCCC=C12	2.8	17.5	?	nt	4.3	nt	0.1	3.9
COc1ccc(S(=O)(=O)N(C)C)cc1NC(=O)CSc1nc(N)cc(N)n1	-2.3	-15.5	2.1	20.9	0.6	-4.1	0.0	-3.1
Cc1ccc(OCC(=O)Nc2c[nH]c(=O)[nH]c2=O)cc1C	0.2	-8.8	0.9	7.8	5.3	-6.7	0.0	-4.3
CCCN1[C@@H]2c3ccc(-c4ccccc4)c(=O)n3C[C@@H]2[C@@H](CO)[C@@H]1C(=O)NCC1CC1	-5.3	5.6	?	-5.1	-1.4	10.6	0.2	14.6
CCCC#Cc1cnc2c(c1)C(=O)N([C@@H](C)CO)C[C@@H](C)[C@H](CN(C)C(=O)C1CCCCC1)O2	-2.7	nt	nt	-7.0	nt	nt	-1.2	10.0

In a second layout: entries from further up.
Value order: F508del corr, PAX8 reporter, DENV2 CPE, GSIS activator, ERp5 block, ARNT TACC3 PPI, XiGFP reactiv, EWS-Fli block
- C[C@H]1CN([C@@H](C)CO)C(=O)c2cc(NC(=O)CCC(F)(F)F)ccc2O[C@H]1CN(C)CC1CC1
    0.5, -2.4, -4.7, 21.5, -0.3, -13.6, 0.2, 2.3
- COc1cccc(C2c3[nH]c4ccccc4c3C[C@H]3C(=O)N(c4ccccc4C(=O)N4CCCC4C(=O)O)C(=O)N23)c1 (stereo partly drawn)
    -1.0, nt, 4.5, -4.6, -0.1, 20.3, nt, 6.6
